# NOD2 RIPK2 PPI – blocks binding of human NOD2 to RIPK2; O43353; CHO BLA complementation NOD2-RIPK2, CCF4 ratio; inhibition, % at 4.98 µM; actives 0.38% (n = 360,000); AID 624267; in the data active = inhibition above about 21%;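 also: 0% = vehicle only and 100% = reference blocker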
# TROY NFkB inh – TROY signaling inhibition | Q293 LMP1-TROYcd NF-kB luciferase reporter, 4 h | inhibition, % at 10 µM | actives 0.98% (n = 360,000) | AID 1347056;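 active = compounds whose plate-normalised and pattern-corrected inhibition of the luciferase reporter signal at the single screening dose is 50% or more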
# NCOA3 inh – inhibitors of human steroid receptor coactivator 3 (SRC3); Q9Y6Q9; HEK293 GAL4-SRC3 luciferase reporter, luminescence; inhibition, % at 3.6 µM; actives 0.17% (n = 360,000);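 active = inhibition above a per-campaign cutoff, the mean of all compounds plus 3 SD, cut at about 60% in these data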;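 also: 0% = DMSO-treated cells and 100% = gossypol-treated cells at 36 µM; higher means less SRC3-driven luciferase light from the GAL4 reporter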
# LMP1 NFkB inh – Epstein-Barr LMP1 NF-kappaB reporter inhibition; LMP1-induced NF-kappaB luciferase reporter cells, luminescence; inhibition, % at 12.5 µM; actives 0.69% (n = 350,000); in the data active = inhibition above about 41%; inconclusive = no clear call, values can overlap the other calls;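 also: 0% = neutral control wells and 100% = reference inhibitor control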
# C8 TRAIL sens – caspase-8 TRAIL sensitization. NB7+C8 cells + TRAIL, ATPlite viability luminescence. inhibition (viability loss, TRAIL sensitization), % at 10 µM. actives 1% (n = 360,000);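 active = compounds causing at least 50% loss of cell viability in the single-dose screen, relative to plate controls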
# TLR9-MyD88 inh – blocks human TLR9 binding to MyD88; CHO BLA complementation TLR9-MyD88, CCF4 FRET ratio; AID 504734; actives 0.21% (n = 340,000); Q9NR96+Q99836; inhibition, % at 4.98 µM;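 active = inhibition above the mean over all tested compounds plus 3 SD, cut at about 21% in these data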;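 also: 0% = DMSO only wells and 100% = clavulanate BLA inhibitor control wells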
# LRH-1 inv ag – suppresses constitutive activity of human LRH-1; O00482; HEK293T StAR-luciferase reporter, LRH-1 transfected, 24 h; inhibition, % at 3.6 µM; actives 0.13% (n = 360,000);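 active = inhibition above the mean inhibition of all tested compounds plus 3 SD, cut at about 73% in these data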;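 also: 0% = DMSO wells and 100% = reporter-only cells lacking LRH-1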
# COUP-TFII inh – NR2F2 (human) inhibition, primary screen | P24468 | HEK293T NGFI-A luciferase reporter, luminescence | inhibition, % at 8.6 µM | actives 0.7% (n = 370,000);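 active = inhibition above a per-plate cutoff, mean inhibition of test wells between control levels plus 3 SD, cut at about 38% in these data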;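 also: cells cotransfected with COUP-TFII expression vector driving the NGFI-A reporter; 0% = median of COUP-TF2 test wells and 100% = reporter-only cells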
# Vif inh – inhibitors of HIV Vif | HEK293T cells, Vif self-association by quenched fluorescence, imaging, 24 h | actives 0.35% (n = 340,000) | inhibition, % at 7.49 µM | AID 602346; in the data active = inhibition above about 50%, passing the limit was not always enough; inconclusive = no clear call, values can overlap the other calls; inactive = below about 31%; also: some results filed as inactive read as strong as hits
# SRC1 inh – human NCOA1 inhibition | HEK293 GAL4-SRC1 luciferase reporter, luminescence | inhibition, % at 3.6 µM | actives 0.12% (n = 360,000) | AID 588354;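 active = inhibition above the campaign mean plus 3 SD, with each screening campaign given its own cutoff, cut at about 60% in these data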;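 also: 0% = DMSO treated cells and 100% = gossypol at 36 µM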
# Target sequence (Q15788 whole entry, looked up, the tested form may be a part): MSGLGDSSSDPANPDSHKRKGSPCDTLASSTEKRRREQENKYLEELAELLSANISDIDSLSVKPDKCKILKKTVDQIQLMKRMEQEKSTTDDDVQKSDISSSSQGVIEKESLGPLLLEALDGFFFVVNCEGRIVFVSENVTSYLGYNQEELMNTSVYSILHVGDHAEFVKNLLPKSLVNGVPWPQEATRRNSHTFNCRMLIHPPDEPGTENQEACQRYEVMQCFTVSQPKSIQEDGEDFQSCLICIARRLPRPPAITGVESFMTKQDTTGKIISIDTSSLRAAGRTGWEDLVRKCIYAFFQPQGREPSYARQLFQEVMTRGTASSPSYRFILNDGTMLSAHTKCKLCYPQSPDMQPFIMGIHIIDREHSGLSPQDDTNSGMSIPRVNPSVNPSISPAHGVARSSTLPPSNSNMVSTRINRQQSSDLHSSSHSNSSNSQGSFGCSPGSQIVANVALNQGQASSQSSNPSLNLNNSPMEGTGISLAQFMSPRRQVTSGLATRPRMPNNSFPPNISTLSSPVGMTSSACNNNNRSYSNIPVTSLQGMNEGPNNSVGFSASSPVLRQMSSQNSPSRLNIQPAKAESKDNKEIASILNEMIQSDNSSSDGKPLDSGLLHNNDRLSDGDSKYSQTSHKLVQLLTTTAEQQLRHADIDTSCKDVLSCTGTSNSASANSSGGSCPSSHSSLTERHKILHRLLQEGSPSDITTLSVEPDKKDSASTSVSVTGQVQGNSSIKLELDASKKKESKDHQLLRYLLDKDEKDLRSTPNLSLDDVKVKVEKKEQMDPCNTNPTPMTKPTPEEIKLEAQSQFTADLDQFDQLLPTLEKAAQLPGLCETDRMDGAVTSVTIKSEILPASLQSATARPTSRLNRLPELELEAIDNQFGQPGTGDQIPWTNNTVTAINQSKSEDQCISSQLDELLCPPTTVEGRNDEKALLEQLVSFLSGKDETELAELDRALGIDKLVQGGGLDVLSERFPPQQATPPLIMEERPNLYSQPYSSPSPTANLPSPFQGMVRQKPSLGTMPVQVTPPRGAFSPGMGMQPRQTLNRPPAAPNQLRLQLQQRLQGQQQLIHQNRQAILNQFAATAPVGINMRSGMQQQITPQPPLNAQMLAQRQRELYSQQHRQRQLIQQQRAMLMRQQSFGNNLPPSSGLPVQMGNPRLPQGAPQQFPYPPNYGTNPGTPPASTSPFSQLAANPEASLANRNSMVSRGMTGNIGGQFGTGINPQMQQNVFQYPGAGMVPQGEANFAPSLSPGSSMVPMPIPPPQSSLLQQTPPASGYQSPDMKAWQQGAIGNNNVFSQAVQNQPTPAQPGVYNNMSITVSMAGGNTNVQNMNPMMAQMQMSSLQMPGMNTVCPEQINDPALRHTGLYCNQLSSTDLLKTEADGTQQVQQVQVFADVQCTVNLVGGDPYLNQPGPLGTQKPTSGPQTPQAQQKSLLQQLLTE
# SRC2 inh – inhibits human steroid receptor coactivator 2 | Q15596 | HEK293 GAL4-SRC2 luciferase reporter, luminescence | inhibition, % at 9 µM | actives 0.17% (n = 370,000);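 active = inhibition above the mean inhibition of all tested compounds plus 3 SD, set per campaign, cut at about 52% in these data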;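 also: 0% = DMSO treated cells and 100% = cells given Gossypol at 36 µM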
# Numbers without * were called inactive; ? = inconclusive; . = no result given.
SMILES,NOD2 RIPK2 PPI,TROY NFkB inh,NCOA3 inh,LMP1 NFkB inh,C8 TRAIL sens,TLR9-MyD88 inh,LRH-1 inv ag,COUP-TFII inh,Vif inh,SRC1 inh,SRC2 inh
COc1ccccc1CNC(=O)COC(=O)Cc1ccc(Cl)cc1,-1,-1,15,-4,-5,-7,-19,5,9,-23,-44
Cn1c(=O)c2cc(S(=O)(=O)NCCC(=O)NCCc3ccc(Cl)cc3)ccc2n(C)c1=O,-5,15,16,1,8,-9,6,12,28,5,-11
Cc1ccc(CN2CCC(N3CC(C)OC(C)C3)CC2)cc1 (centres undefined),2,14,6,1,6,5,5,11,-10,-3,16
COc1ccc2oc(C(=O)OCC(=O)N(C)CC(=O)Nc3ccc(F)cc3)c(C)c2c1,-4,0,-1,4,-5,-4,-12,5,-1,-36,-17
CCc1ccc(C(=O)NNC(=O)c2ccc(OCC(=O)N3CCOCC3)c(OC)c2)cc1,1,2,-1,1,2,5,-2,25,-2,6,11
Cc1nc(N2CCOCC2)c2oc3ccccc3c2n1,-16,13,8,-13,-8,-8,8,7,-1,-34,0
CCCCC/C(=N\NC(=O)Nc1ccccc1)c1ccccc1,-1,-3,1,-6,-7,2,-26,-6,6,-8,8
C/C(=N\Nc1ncc(Cl)cc1Cl)c1ccc(N2CCOCC2)cc1,6,55*,-39,-2,-1,-11,-53,-22,-9,-29,-44
CCOc1ccc(NC(=S)NCCCN2CCOCC2)cc1,6,-3,26,2,-2,4,16,3,2,-9,-20
CNc1cc(-c2ccc(OC)nc2)ncn1,0,-26,-68,.,12,.,-60,-57,-6,-39,-46
N#C/C(=C\c1ccc(F)c(F)c1)C(=O)NC1CCCCC1,-6,-28,5,9,8,-2,-4,-1,0,18,-9
Cc1cc(C(=O)CCC(=O)Nc2cccc(F)c2)c(C)s1,-2,-2,5,-4,-12,-24,-22,5,6,12,-16
Cc1cc(OCC(=O)N(C)C2CCCCC2)ccc1Cl,9,66*,-84,-26,9,-14,-107,-12,7,-101,-68
CC(CCc1ccccc1)NC(=O)CC(C)c1ccccc1 (centres undefined),-11,-10,-1,1,1,-1,11,-6,2,-18,-37
COc1cc(C(=O)Nc2ccccc2N2CCOCC2)ccc1OCC(=O)N1CCOCC1,-2,11,14,-4,-7,-1,16,4,10,-24,-22

# Part of the list above, with values under each structure.
# Every second line gives: NOD2 RIPK2 PPI	TROY NFkB inh	NCOA3 inh	LMP1 NFkB inh	C8 TRAIL sens	TLR9-MyD88 inh	LRH-1 inv ag	COUP-TFII inh	Vif inh	SRC1 inh	SRC2 inh
- N#C/C(=C\c1ccc(F)c(F)c1)C(=O)NC1CCCCC1
    -6	-28	5	9	8	-2	-4	-1	0	18	-9
- Cc1cc(C(=O)CCC(=O)Nc2cccc(F)c2)c(C)s1
    -2	-2	5	-4	-12	-24	-22	5	6	12	-16

# Later entries:
SMILES,NOD2 RIPK2 PPI,TROY NFkB inh,NCOA3 inh,LMP1 NFkB inh,C8 TRAIL sens,TLR9-MyD88 inh,LRH-1 inv ag,COUP-TFII inh,Vif inh,SRC1 inh,SRC2 inh
c1ccc(-c2ccc(SCc3cccnc3)nn2)nc1,-3,-54,-43,14,-10,4,-67,-37,6,-35,-80
CCOC(=O)NCN1C(=O)C2C3C=CC(C3)C2C1=O (centres undefined),2,9,9,0,-4,-13,17,5,9,-3,-12
Cc1cccc2cc(CN(Cc3ccccc3)C(=O)c3cccc(F)c3)c(Cl)nc12,-6,10,-2,1,11,3,8,-1,-7,-11,6
Clc1ccc(-c2nnc(CSc3nnc(-c4cccs4)n3Cc3ccccc3)o2)cc1,-5,48,21,24,27,1,41,51*,-14,27,25
COc1ccccc1N1CCN(C(=S)Nc2ccc3nc(N4CCOCC4)cc(C)c3c2)CC1,10,37,-6,19,1,1,-3,-4,4,-19,-5
Cc1cccc(N2CC(C(=O)Nc3nnc(SCCC4OCCO4)s3)CC2=O)c1 (centres undefined),-13,-1,6,1,-4,16,-4,8,-2,-152,-2
CCCCCCCCN1C(=O)[C@H](CC(=O)N2CCN(C(=O)c3ccco3)CC2)C[C@@]2(C(=O)OCC)CCCC=C12,-19,4,.,.,23,.,7,9,.,.,-11
N#Cc1c2ccccc2nc2ccccc12,4,-42,13,5,5,-2,1,-1,-8,10,-11
Cc1ccc(NC(=O)C2CCCN(S(=O)(=O)c3ccc(-n4cnnn4)cc3)C2)cc1 (centres undefined),-8,20,0,3,0,-3,1,-3,?,-22,-6
CC(C)(C)c1ccc(-n2ncc3c2CCCC3NC(=O)CCC2=NNC(=O)CC2)cc1 (centres undefined),-8,12,19,-7,-1,8,32,39*,.,4,24
Cc1ccc(C(=O)Nc2nc(=O)n(C(=O)c3ccccc3C)s2)cc1,-9,-48,-13,-3,9,-5,-7,-7,-5,1,9
NC(=O)c1ccc(NC(=O)COC(=O)c2c3c(nc4ccccc24)/C(=C\c2cccs2)CCC3)cc1,-10,7,-8,7,-4,0,8,4,-3,-1,-4
O=C1N=c2ccccc2=C1c1sc(=S)n(CC2CCCO2)c1O (centres undefined),-1,12,0,16,-6,-3,-15,9,6,2,-22
Cc1nc(NC(=O)c2ccc(OCC(C)C)cc2)sc1Cc1ccc2c(c1)OCO2,-5,-19,2,-15,4,-17,-21,-11,-9,-8,-42
O=C1CN(C(=O)c2ccc(F)c(S(=O)(=O)N3CCOCC3)c2)c2ccccc2N1,-15,14,15,46*,16,-9,-27,-8,2,1,-13
CSCCC(C(=O)OC1CCOC1=O)N1C(=O)c2ccccc2C1=O (centres undefined),-7,2,-3,2,-1,4,8,-17,?,-7,-4
O=S(=O)(c1ccc(Nc2ccc(-c3ccc4c(c3)OCCO4)nn2)cc1)N1CCCC1,8,-4,3,-17,23,-8,-32,-3,-1,-34,-51
O=C(CCN1CCN(S(=O)(=O)c2cccc([N+](=O)[O-])c2)CC1)Nc1ccccc1F,-4,-19,13,5,1,-2,22,-13,-1,2,-9
CC(=O)c1sc(-c2ccc(Cl)cc2)nc1C,1,-66,-39,-15,0,-13,-55,-23,10,-28,-62
CC(C)C(NS(=O)(=O)c1ccc2c(c1)OCCCO2)C(=O)O (centres undefined),-12,-13,23,1,6,0,13,4,1,1,7
O=C(NCC(c1cccs1)N1CCOCC1)c1ccc([N+](=O)[O-])cc1 (centres undefined),5,-7,6,3,7,-9,4,3,-6,0,12
Cc1sc(N/N=C/c2cccnc2)nc1-c1ccc(Cl)cc1,-5,-32,-3,-1,-8,-5,-35,1,-10,-6,-14
O=C(Nc1ccc2oc(-c3cccnc3)nc2c1)c1cc2ccccc2o1,-8,-2,-10,5,14,19,-14,-3,-1,-2,10
Cn1c(=O)cc(OCCCC(=O)NCCCN2CCN(Cc3ccccc3)CC2)c2ccccc21,2,-12,-10,-1,-7,-3,4,-39,6,-5,-50
CCn1c(CSCc2ccc(Cl)cc2)n[nH]c1=S,-2,19,6,3,-4,-6,2,-2,-1,-1,-18
COC(=O)c1ccccc1NC(=O)CSc1nnc(-c2cccc(NC(C)=O)c2)n1C,-3,-4,-5,1,-12,1,1,8,19,-10,-24
O=C(c1c(F)cccc1F)N1CCC(O)(c2ccc(F)cc2)CC1,5,1,-6,-3,3,4,1,-9,-2,20,-29
O=C(c1ccc([N+](=O)[O-])cc1)N1CCSC1c1cccc(Cl)c1 (centres undefined),5,8,17,-2,8,-2,-3,-17,-5,-17,-5
CSc1nc(Cl)cc(N(CCO)CCO)n1,5,8,13,-5,2,-4,-20,-13,6,4,0
CCC1=C(OC(=O)N(CC)CC)N2C(=O)OC(=NCCc3c[nH]c4ccccc34)[C@]2(Cc2ccccc2)[C@H]2C1=CC[C@H]1C(=O)N(CC(=O)OC)C(=O)[C@H]12,14,3,5,10,0,-3,-4,-1,-5,4,-13
COC(=O)C1=C(O)CSC1=Nc1cccc(C(F)(F)F)c1,-7,-6,-9,3,-2,-10,18,1,2,1,-9
CCOC(=O)c1c(C)n(-c2ccc(C)cc2)c2c(CC(C)=O)c(Br)c(OC)c(O)c12,3,-10,-28,-1,21,1,5,-48,5,-25,-24
Cc1cc(NC(=O)CCS(=O)(=O)c2nc(-c3ccccc3)cc(C(F)(F)F)n2)no1,23*,56*,-43,-26,-2,11,-43,-8,-12,-28,17
Cc1cccc(NC(=O)c2sc(Cl)nc2-c2ccccc2)c1,-3,6,-2,-38,-5,2,17,-4,-1,-1,0
COc1cc(/C=C/C(=O)C2C(=O)C=C(C)OC2=O)cc(OC)c1O (centres undefined),13,4,9,5,-8,-1,3,-1,12,-29,-12
Cc1nc([N+](=O)[O-])cn1Cc1cccc([N+](=O)[O-])c1,10,5,-11,7,1,5,9,3,-8,10,-12
CCCCn1c(N)c(N(CC)C(=O)c2cccc(C)c2)c(=O)[nH]c1=O,0,-8,5,-8,10,2,-16,-3,1,10,-16
CC(=O)c1cccc(NC(=O)CC2S/C(=N/N=C3CCCCCC3)NC2=O)c1 (centres undefined),-16,-11,1,5,-18,3,5,0,7,3,-16
Cc1cnc(CNC(=O)c2ccc3nc([C@@H]4O[C@H](CO)[C@H](O)[C@H](O)[C@H]4O)[nH]c3c2)cn1,-12,2,-9,.,-7,.,-15,6,5,-27,-2
O=C1CC(Nc2ccc(N3CCOCC3)cc2)C(=O)N1C1CCCCC1 (centres undefined),10,-6,-9,0,-13,5,-27,11,9,-2,11
N#Cc1ccc(CSc2ncnc3c2cnn3Cc2ccccc2)cc1,-8,28,-8,-5,-3,-5,26,-8,31,-37,-3
CSC(=NC#N)N1CCN(c2c(C)cccc2C)CC1,-8,6,5,-9,6,-3,14,8,-15,-14,3
Cc1cc(C)n(CCc2nc(-c3ccc(C(C)(C)C)cc3)cs2)n1,7,37,12,3,15,-11,-6,25,-14,-8,10
O=C(NC(=S)Nc1cccnc1)c1cccc(Cl)c1,5,-85,-10,2,0,-2,-35,-2,5,-30,-9
C=C(C)c1cccc(C(C)(C)NC(=O)N2CCN(C/C=C/c3ccccc3)CC2)c1,-9,-32,14,-11,13,-5,-6,23,-8,1,5

# Looked up above:
# In LRH-1 inv ag, Cc1nc([N+](=O)[O-])cn1Cc1cccc([N+](=O)[O-])c1 is entered as 9
# In LMP1 NFkB inh, O=C(NC(=S)Nc1cccnc1)c1cccc(Cl)c1 is entered as 2
# In NOD2 RIPK2 PPI, COC(=O)C1=C(O)CSC1=Nc1cccc(C(F)(F)F)c1 is entered as -7

# (listing goes on)
SMILES,NOD2 RIPK2 PPI,TROY NFkB inh,NCOA3 inh,LMP1 NFkB inh,C8 TRAIL sens,TLR9-MyD88 inh,LRH-1 inv ag,COUP-TFII inh,Vif inh,SRC1 inh,SRC2 inh
CCN(C[C@H]1N[C@@](CC)(C(=O)OC)[C@H]2C(=O)N(Cc3ccccc3)C(=O)[C@@H]12)C(=O)c1ccc(F)cc1,-5,12,-4,0,2,-3,-10,-2,.,-11,13
O=C(Nc1ncccn1)C1=C(O)c2ccccc2S(=O)(=O)N1Cc1ccccc1,4,21,7,-3,12,-4,5,-25,-7,7,3
CN(C)CCNc1cnn(-c2ccccc2)c(=O)c1Cl,6,1,-20,8,1,-5,-14,-1,1,-22,1
Cc1cc(-n2c(C)cc(C(=O)CN3C(=O)C(=O)N(C)C3=O)c2C)no1,-5,3,2,6,9,0,-2,-11,3,1,2
Cc1ccc(OCCN2C(=O)NC3(CCc4ccccc4C3)C2=O)cc1 (centres undefined),-7,13,-1,-1,3,7,18,0,3,1,3

# Compound activity deposited in PubChem by several laboratories.

# The list is partial; the hit share may differ from the screen's.
